Screening results: PubChem, several laboratories
Yeast life ext: yeast lifespan extension; S. cerevisiae growth with nicotinamide, OD615; deaD strain in restrictive glucose medium; inhibition of the nicotinamide effect, % at 10 µM; hit rate 0.68% among 130,000; AID 775;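 active = inhibition above a set limit, placed 3 SD over the median of all compounds, cut at about 26% in these data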;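 also: 0% = nicotinamide-treated wells and 100% = cells grown without nicotinamide; some compounds called inactive have numbers as strong as hits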
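Buffer or medium: CSMM-D glucose medium, restrictive; test system: modified budding yeast, DeaD strain; compound: single dose 10 µM compound, 0.25% DMSO; schedule: culture preincubation 4 h, compound exposure 48 h, both 30 °C; detection: optical density (absorbance) at 615 nm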
PTEN del growth: growth suppressors of cells with PTEN tumor suppressor deletion; hit rate 1.2% among 140,000; AID 827; HCT116 PTEN-null viability, CellTiter-Glo, 60 h; active compounds read low; viability, % at 10 µM;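 active = viability at or below a set limit, 4 SD under the median of all tested compounds, cut at about 3.7% in these data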;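 also: PTEN knockout HCT116 line with beta catenin targeted HCT116 as companion control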
NPY Y2 blocker: blocks the human neuropeptide Y Y2 receptor; P49146; NPY-Y2 expressing cells, antagonist mode; inhibition, % at 2.7 µM; hit rate 0.99% among 140,000; in the data active = inhibition above about 17%;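 also: 0% = vehicle with agonist challenge and 100% = reference antagonist with challenge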
Target sequence (P49146 whole entry, looked up): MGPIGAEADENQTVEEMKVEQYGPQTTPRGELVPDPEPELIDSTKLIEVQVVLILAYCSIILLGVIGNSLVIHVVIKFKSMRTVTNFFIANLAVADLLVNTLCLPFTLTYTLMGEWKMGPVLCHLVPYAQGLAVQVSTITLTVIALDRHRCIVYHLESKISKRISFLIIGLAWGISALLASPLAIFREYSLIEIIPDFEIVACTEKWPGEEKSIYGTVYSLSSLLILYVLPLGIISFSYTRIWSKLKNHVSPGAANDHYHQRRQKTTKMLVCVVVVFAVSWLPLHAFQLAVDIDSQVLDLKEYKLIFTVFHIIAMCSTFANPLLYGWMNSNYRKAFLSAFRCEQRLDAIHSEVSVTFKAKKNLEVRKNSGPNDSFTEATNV
Phagocyt inh: macrophage phagocytosis inhibition; hit rate 0.07% among 110,000; J774A.1 macrophage IgG-bead phagocytosis, imaging; inhibition, % at 5 µM;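 active = inhibition above the mean of the plate negative controls plus 5 SD, cut at about 13% in these data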;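 also: phagocytic index as fraction of beads internalized from green versus red external bead signal; plate controls were DMSO negative control for no effect and cytochalasin-D positive control for full effect; some results beyond the cut were filed as inactive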
bCat KO growth: beta-catenin-lacking colon tumor cell growth suppression; HCT116 beta-catenin knockout viability, CellTiter-Glo, 60 h; active compounds read low; viability, % at 10 µM; hit rate 1.5% among 140,000;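 active = viability at or under a set limit, the compound median less 4 SD, cut at about 6% in these data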;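 also: 0% = Hyamine 1622 control at 20 µM and 100% = untreated cell control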
Measles CPE: protection of cells from measles virus. protection (pct of control), % at 4 µM. AID 841. hit rate 1.5% among 140,000. Measles virus-infected cells, CPE protection, absorbance; in the data active = protection mostly above about 24%, no sharp cut-off; inactive = mostly below about 26%; also: some compounds called inactive have numbers as strong as hits
BB579 growth dn: reduces growth of yeast BB579 in restrictive medium. S. cerevisiae BB579 growth, OD615, 48 h. inhibition, % at 10 µM. hit rate 0.51% among 140,000. AID 804;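 active = inhibition above a set limit, 3 SD over the mean compound inhibition, cut at about 44% in these data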; also: inactives centre near -24
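test system = yeast BB579 (DeaD) | buffer or medium = restrictive CSMM-D medium | doses = single compound dose of 10 µM, 0.25% DMSO final | times = 4 h preincubation and 48 h exposure at 30 °C | technique = culture absorbance at 615 nm | benchmarks = amphotericin B 10 µg/mL, positive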
MRP1 act: MRP-1 activation; H69AR cells + doxorubicin, viability rescue, CellTiter-Glo; viability increase, % at 10 µM; hit rate 0.61% among 140,000; AID 799;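 active = viability gain under doxorubicin at or above a set limit, the compound median plus 3 SD, cut at about 4.7% in these data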;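 also: MRP-1 overexpressing cells given doxorubicin 25 µM after compound pretreatment; 18-22 h compound pretreatment then 72 h with doxorubicin before readout; 0% = doxorubicin-only wells and 100% = vehicle-treated cells without doxorubicin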
GALR2 antag: blocks the human galanin receptor 2; O43603; GALR2-expressing cells, antagonist mode; inhibition, % at 4 µM; hit rate 0.39% among 140,000; AID 828; in the data active = inhibition above about 27%;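 also: cells stimulated with galanin 1-16 at roughly its EC80; 0% = agonist challenge control and 100% = basal control without agonist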
Target sequence (O43603 whole entry, looked up): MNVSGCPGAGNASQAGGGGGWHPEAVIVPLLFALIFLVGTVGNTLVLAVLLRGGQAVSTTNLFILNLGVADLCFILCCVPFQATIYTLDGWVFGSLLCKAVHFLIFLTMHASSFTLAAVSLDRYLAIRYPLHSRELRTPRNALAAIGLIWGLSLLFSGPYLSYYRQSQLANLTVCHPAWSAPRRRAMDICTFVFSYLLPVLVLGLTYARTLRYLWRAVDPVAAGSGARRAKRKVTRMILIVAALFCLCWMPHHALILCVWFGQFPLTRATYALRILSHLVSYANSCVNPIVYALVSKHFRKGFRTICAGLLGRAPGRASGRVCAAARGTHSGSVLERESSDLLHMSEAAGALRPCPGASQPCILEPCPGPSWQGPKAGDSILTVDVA
E-sel TNF inh: TNF alpha driven E-selectin expression inhibition; HUVEC TNFa-induced E-selectin immunofluorescence, high content; AID 1246; inhibition, % at 2 µM; hit rate 0.71% among 120,000;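 active = inhibition above the batch mean plus 3 SD, and confirmed as a hit on visual image review, cut at about 43% in these data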;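 also: 0% = TNF-stimulated DMSO wells and 100% = unstimulated control wells; not every result past the cut was called active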
* = called active by the depositor.

Results for CCc1ccccc1NC(=O)c1cc(-c2cccc(O)c2)on1 ?
Yeast life ext: 2.1; PTEN del growth: 106.7; NPY Y2 blocker: 4.8; Phagocyt inh: -0.3; bCat KO growth: 100.6; Measles CPE: 7.7; BB579 growth dn: -77.4; MRP1 act: -0.9; GALR2 antag: 7.1

Results for Cc1ccc(S(=O)(=O)Oc2ccc(C(c3c(C)[nH][nH]c3=O)c3c(C)[nH][nH]c3=O)cc2)cc1 ?
Yeast life ext: -6.8; PTEN del growth: 97.0; NPY Y2 blocker: 5.3; Phagocyt inh: 1.8; bCat KO growth: 106.0; Measles CPE: 5.9; BB579 growth dn: -52.0; MRP1 act: -0.6; GALR2 antag: 6.7; E-sel TNF inh: 7.4

What do the screens show for `CCN1C(=O)/C(=C/c2ccc(C)o2)N(C)C1=S`?
Yeast life ext: -5.8; PTEN del growth: 96.1; NPY Y2 blocker: 2.1; Phagocyt inh: -5.8; bCat KO growth: 96.5; Measles CPE: 4.2; BB579 growth dn: 5.5; MRP1 act: 2.4; GALR2 antag: 12.1

How did CCOC(=O)c1ccccc1NC(=O)c1n[nH]c(=O)c2ccccc12 do in these assays?
Yeast life ext: 3.0; PTEN del growth: 3.1*; NPY Y2 blocker: 1.1; Phagocyt inh: 3.8; bCat KO growth: 6.8; Measles CPE: 6.5; BB579 growth dn: -34.4; MRP1 act: -4.4; GALR2 antag: 0.8

Results for COc1ccccc1NC(=S)NCc1ccco1 ?
Yeast life ext: -10.4; PTEN del growth: 89.4; NPY Y2 blocker: 0.7; bCat KO growth: 92.8; Measles CPE: 3.8; BB579 growth dn: -62.2; MRP1 act: -1.0; GALR2 antag: 0.8; E-sel TNF inh: -4.2

What do the screens show for `Cn1ncc([N+](=O)[O-])c1C(=O)Nc1ccc2c(c1)OCCO2`?
Yeast life ext: -12.4; PTEN del growth: 96.2; NPY Y2 blocker: -1.3; bCat KO growth: 102.8; Measles CPE: 2.1; BB579 growth dn: -20.5; MRP1 act: -1.4; GALR2 antag: -7.1; E-sel TNF inh: 4.0

How did CCOC(=O)C1=C(CC)OC(N)=C(C#N)C1c1cccs1 (centres undefined) do in these assays?
Yeast life ext: -7.9; PTEN del growth: 102.7; NPY Y2 blocker: 6.3; Phagocyt inh: 1.7; bCat KO growth: 102.8; Measles CPE: 29.3; BB579 growth dn: -32.9; MRP1 act: -0.2; GALR2 antag: 9.8; E-sel TNF inh: 18.9

What do the screens show for `CCC(=O)N1CCN(C(C)=O)C1c1ccccc1` (centres undefined)?
Yeast life ext: -2.2; PTEN del growth: 91.2; NPY Y2 blocker: 3.2; Phagocyt inh: -3.4; bCat KO growth: 92.6; Measles CPE: 3.7; BB579 growth dn: -11.9; MRP1 act: -1.4; GALR2 antag: 1.6; E-sel TNF inh: -23.1

What do the screens show for `O=C(CSc1oc(-c2ccco2)nc1S(=O)(=O)c1ccc(Cl)cc1)NCC1CCCO1` (centres undefined)?
Yeast life ext: -7.5; PTEN del growth: 83.9; NPY Y2 blocker: 3.2; Phagocyt inh: -0.6; bCat KO growth: 82.0; Measles CPE: 14.6; BB579 growth dn: -39.5; MRP1 act: -1.9; GALR2 antag: -17.3; E-sel TNF inh: 14.3

How did COCCOC(=O)C1=C(N)OC2=C(C(=O)CC(C)(C)C2)C1c1cccnc1 (centres undefined) do in these assays?
Yeast life ext: 0.0; PTEN del growth: 106.0; NPY Y2 blocker: 2.2; Phagocyt inh: -2.0; bCat KO growth: 88.0; Measles CPE: 22.4; BB579 growth dn: -47.5; MRP1 act: -0.2; GALR2 antag: -3.7; E-sel TNF inh: 5.1

Grouped by structure, those above with an NH in an aromatic ring (two)
Results for Cc1ccc(S(=O)(=O)Oc2ccc(C(c3c(C)[nH][nH]c3=O)c3c(C)[nH][nH]c3=O)cc2)cc1 ?
Yeast life ext: -6.8; PTEN del growth: 97.0; NPY Y2 blocker: 5.3; Phagocyt inh: 1.8; bCat KO growth: 106.0; Measles CPE: 5.9; BB579 growth dn: -52.0; MRP1 act: -0.6; GALR2 antag: 6.7; E-sel TNF inh: 7.4

How did CCOC(=O)c1ccccc1NC(=O)c1n[nH]c(=O)c2ccccc12 do in these assays?
Yeast life ext: 3.0; PTEN del growth: 3.1*; NPY Y2 blocker: 1.1; Phagocyt inh: 3.8; bCat KO growth: 6.8; Measles CPE: 6.5; BB579 growth dn: -34.4; MRP1 act: -4.4; GALR2 antag: 0.8

Next results
Results for CCOC(=O)c1c(C)n(C)c2ccc(OCC(O)CN3CCN(C)CC3)cc12 (centres undefined) ?
Yeast life ext: -2.5; PTEN del growth: 96.9; NPY Y2 blocker: 2.9; Phagocyt inh: -0.6; bCat KO growth: 88.2; Measles CPE: 2.6; BB579 growth dn: -23.4; MRP1 act: -2.9; GALR2 antag: -2.0

Results for CCOc1ncccc1C(=O)NCc1ccc(OC)cc1 ?
Yeast life ext: -20.6; PTEN del growth: 28.3; NPY Y2 blocker: 9.7; Phagocyt inh: -0.6; bCat KO growth: 26.7; Measles CPE: 0.5; BB579 growth dn: -11.1; MRP1 act: -3.9; GALR2 antag: 9.3

Results for O=c1c2ccccc2nc2c3ccccc3c(NCc3ccco3)nn12 ?
Yeast life ext: -17.5; PTEN del growth: 66.2; NPY Y2 blocker: 7.8; Phagocyt inh: 0.8; bCat KO growth: 68.0; Measles CPE: 3.4; BB579 growth dn: -22.8; MRP1 act: -2.5; GALR2 antag: 2.5; E-sel TNF inh: 8.4

Results for CCC(C)N(C(=O)c1csnn1)C(C(=O)NCc1ccc(F)cc1)c1ccco1 (centres undefined) ?
Yeast life ext: -2.5; PTEN del growth: 99.8; NPY Y2 blocker: -1.0; Phagocyt inh: -0.4; bCat KO growth: 96.5; Measles CPE: 6.1; BB579 growth dn: -18.7; MRP1 act: -2.3; GALR2 antag: 0.7; E-sel TNF inh: -11.8

How did O=C(NO)C1CC2C=CC1C2 (centres undefined) do in these assays?
Yeast life ext: -7.7; PTEN del growth: 91.8; NPY Y2 blocker: -0.1; Phagocyt inh: 2.0; bCat KO growth: 99.7; Measles CPE: 15.9; BB579 growth dn: -17.4; MRP1 act: -1.4; GALR2 antag: 8.5

How did CC(=O)c1ccc(NS(=O)(=O)c2ccc(CC(C)C)cc2)cc1 do in these assays?
Yeast life ext: -10.3; PTEN del growth: 91.3; NPY Y2 blocker: 3.5; Phagocyt inh: 1.1; bCat KO growth: 83.0; Measles CPE: 6.7; BB579 growth dn: -7.9; MRP1 act: -2.7; GALR2 antag: -2.8; E-sel TNF inh: 26.1

How did N#CC(c1ccc(Cl)cc1)c1nc2ccccc2nc1C(F)(F)F (centres undefined) do in these assays?
Yeast life ext: -16.7; PTEN del growth: 78.6; NPY Y2 blocker: 6.8; Phagocyt inh: 1.5; bCat KO growth: 62.3; Measles CPE: 2.6; BB579 growth dn: -36.7; MRP1 act: -3.1; GALR2 antag: -20.3; E-sel TNF inh: -8.7

How did [N-]=[N+]=CC(=O)CNC(=O)[C@@H](Cc1ccccc1)N1C(=O)c2ccccc2C1=O do in these assays?
Yeast life ext: -6.0; PTEN del growth: 109.9; NPY Y2 blocker: 1.3; Phagocyt inh: 0.2; bCat KO growth: 93.2; Measles CPE: 5.6; BB579 growth dn: -31.4; MRP1 act: 0.6; GALR2 antag: 2.9; E-sel TNF inh: 22.4

How did CC1=NC(C)Cc2ccccc21 (centres undefined) do in these assays?
Yeast life ext: -9.3; PTEN del growth: 91.8; NPY Y2 blocker: 1.1; Phagocyt inh: -3.1; bCat KO growth: 103.0; Measles CPE: 8.0; BB579 growth dn: 0.4; MRP1 act: 0.7; GALR2 antag: -0.7; E-sel TNF inh: 14.8

What do the screens show for `Cc1ccc(N(C(=O)Cn2nnc(-c3ccc(C)o3)n2)C(C(=O)NC2CCCC2)c2ccco2)cc1` (centres undefined)?
Yeast life ext: -10.2; PTEN del growth: 92.8; NPY Y2 blocker: -1.4; Phagocyt inh: -0.5; bCat KO growth: 84.8; Measles CPE: 5.5; BB579 growth dn: -50.7; MRP1 act: -0.9; GALR2 antag: 0.1; E-sel TNF inh: -4.5

Results for O=S(=O)(c1ccccc1)n1ccc2cccnc21 ?
Yeast life ext: 12.6; PTEN del growth: 81.0; NPY Y2 blocker: 2.1; bCat KO growth: 81.5; Measles CPE: 2.7; BB579 growth dn: -8.8; MRP1 act: -2.1; GALR2 antag: 7.3; E-sel TNF inh: 6.5

Results for Cc1ccc(C(=O)c2coc3ccc(O)c(CN4CCN(C)CC4)c23)cc1 ?
Yeast life ext: -6.5; PTEN del growth: 58.4; NPY Y2 blocker: 10.5; bCat KO growth: 48.8; Measles CPE: 4.4; BB579 growth dn: -6.0; MRP1 act: -0.9; GALR2 antag: 3.4; E-sel TNF inh: -23.2

What do the screens show for `O=C(OC1CCCCC1=O)c1cccc(S(=O)(=O)NCc2ccccc2)c1` (centres undefined)?
Yeast life ext: -7.3; PTEN del growth: 85.5; NPY Y2 blocker: -0.9; Phagocyt inh: -0.9; bCat KO growth: 78.2; Measles CPE: 4.6; BB579 growth dn: -21.2; MRP1 act: -3.2; GALR2 antag: 16.8; E-sel TNF inh: 46.4

What do the screens show for `O=C1CC(c2ccccc2)CC(O)=C1C=NC1CCCCCC1` (centres undefined)?
Yeast life ext: -4.8; PTEN del growth: 90.0; NPY Y2 blocker: 4.4; Phagocyt inh: 0.3; bCat KO growth: 104.0; Measles CPE: 7.3; BB579 growth dn: -38.4; MRP1 act: -0.4; GALR2 antag: -15.8; E-sel TNF inh: -75.2

What do the screens show for `COCCCNC(=O)Cc1ccccc1OC`?
Yeast life ext: -4.9; PTEN del growth: 106.5; NPY Y2 blocker: 3.3; Phagocyt inh: 1.6; bCat KO growth: 96.0; Measles CPE: 20.8; BB579 growth dn: -46.8; MRP1 act: -1.4; GALR2 antag: 1.2; E-sel TNF inh: 11.8

How did CC(=O)NC1(C(F)(F)F)C(=O)NC(C)=C1C#N (centres undefined) do in these assays?
Yeast life ext: 0.0; PTEN del growth: 95.0; NPY Y2 blocker: 0.7; Phagocyt inh: -2.6; bCat KO growth: 89.5; Measles CPE: 16.0; BB579 growth dn: -15.4; MRP1 act: -2.9; GALR2 antag: -6.9

How did COc1ccc(NC(=O)c2cc3ccccn3n2)cc1 do in these assays?
Yeast life ext: -21.8; PTEN del growth: 71.5; NPY Y2 blocker: 4.4; Phagocyt inh: -0.4; bCat KO growth: 80.0; Measles CPE: 12.8; BB579 growth dn: -13.6; MRP1 act: -0.5; GALR2 antag: 21.7

How did O=C(CSC1CC(=O)N(CCc2ccccc2)C1=O)Nc1cccc(Cl)c1 (centres undefined) do in these assays?
Yeast life ext: -5.3; PTEN del growth: 108.8; NPY Y2 blocker: 2.5; Phagocyt inh: -7.6; bCat KO growth: 96.1; Measles CPE: 6.7; BB579 growth dn: -24.2; MRP1 act: -1.6; GALR2 antag: 0.0
